MITF primary – blocks human microphthalmia-associated transcription factor. AlphaScreen MITF homodimerization, bead proximity signal. 650,000 compounds, 0.91% hits. inhibition, % at 2.6 µM. O75030; in the data active = inhibition above about 50%;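 note: 0% = vehicle wells with protein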
TEAD-YAP block – TEAD-YAP interaction inhibition | inhibition, % at 9.12 µM | 640,000 compounds, 1.4% hits | AID 1259422 | HEK-TIYL cells, TEAD-Gal4/YAP UAS-luciferase luminescence; in the data active = inhibition above about 32%;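 note: 0% = median of test compound wells and 100% = reference inhibitor wells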
FBW7 activator – human FBW7 E3 ligase activation, primary screen; normalized activity (activation), % at 26.1 µM; AID 1259310; AlphaScreen FBW7–phospho-cyclin E peptide binding, activator screen; 650,000 compounds, 0.13% hits; in the data active = normalized activity above about 1.9%;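 note: purified mutant Fbw7 with reduced substrate affinity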
Target sequence (Q969H0 whole entry, looked up): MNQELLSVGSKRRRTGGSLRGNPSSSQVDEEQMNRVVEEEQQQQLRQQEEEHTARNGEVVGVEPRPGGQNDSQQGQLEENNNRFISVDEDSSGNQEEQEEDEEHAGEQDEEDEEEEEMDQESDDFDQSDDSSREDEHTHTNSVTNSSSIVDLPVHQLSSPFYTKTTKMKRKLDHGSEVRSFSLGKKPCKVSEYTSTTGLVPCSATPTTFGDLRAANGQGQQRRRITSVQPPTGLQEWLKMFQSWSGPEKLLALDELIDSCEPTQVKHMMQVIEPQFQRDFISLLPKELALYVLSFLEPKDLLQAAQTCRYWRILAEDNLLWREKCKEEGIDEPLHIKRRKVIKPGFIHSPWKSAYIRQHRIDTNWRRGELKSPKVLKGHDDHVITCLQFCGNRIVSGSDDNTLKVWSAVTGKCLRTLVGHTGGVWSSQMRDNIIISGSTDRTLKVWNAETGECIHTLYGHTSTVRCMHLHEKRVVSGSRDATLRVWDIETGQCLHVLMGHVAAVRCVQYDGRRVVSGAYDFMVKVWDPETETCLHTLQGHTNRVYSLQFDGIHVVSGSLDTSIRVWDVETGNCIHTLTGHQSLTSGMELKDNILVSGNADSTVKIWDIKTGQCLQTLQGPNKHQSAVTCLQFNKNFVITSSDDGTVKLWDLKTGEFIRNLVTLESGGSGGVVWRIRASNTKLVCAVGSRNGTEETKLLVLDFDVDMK
GPR151 ag – human GPR151 activation; Q8TDV0; PathHunter beta-arrestin GPR151 cells, luminescence; activation, % at 11.2 µM; 650,000 compounds, 1% hits; AID 1508602; in the data active = activation above about 4.9%;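 note: 0% = median of compound wells and 100% = cells with positive control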
Target sequence (Q8TDV0 whole entry, looked up): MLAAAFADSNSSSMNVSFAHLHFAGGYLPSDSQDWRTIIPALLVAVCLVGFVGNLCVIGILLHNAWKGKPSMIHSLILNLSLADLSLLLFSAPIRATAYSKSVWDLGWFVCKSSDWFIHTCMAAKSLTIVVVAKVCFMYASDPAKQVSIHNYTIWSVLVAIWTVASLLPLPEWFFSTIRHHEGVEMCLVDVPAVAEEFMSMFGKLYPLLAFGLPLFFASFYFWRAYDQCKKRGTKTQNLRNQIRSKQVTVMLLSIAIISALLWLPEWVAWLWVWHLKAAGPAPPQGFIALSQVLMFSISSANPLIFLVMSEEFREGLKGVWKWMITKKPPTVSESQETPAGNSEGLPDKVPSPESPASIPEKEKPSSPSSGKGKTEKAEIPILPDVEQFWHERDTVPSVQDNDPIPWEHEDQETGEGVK
Active calls of the source: *; / = no result given; & = joins results of further samples.

SMILES	MITF primary	TEAD-YAP block	FBW7 activator	GPR151 ag
Cc1c(NC(=O)c2nn3c(c2Br)NC(c2ccc(Br)o2)CC3C(F)(F)F)c(=O)n(-c2ccccc2)n1C (stereo not drawn)	2	3	0.0	1.0
CCOC(=O)c1cnc2ccc(OCC)cc2c1Nc1cccc(C)c1C	-4	-9	0.2	-0.1
COc1cccc(C(=O)NC(C)c2nnc3n2CCN(Cc2cccs2)CC3)c1 (stereo not drawn)	-14	8	0.1	-1.3
NC(=O)c1c(NC(=S)NC(=O)c2cccs2)sc2c1CCC2	-1	-38	-0.2	-0.8
COc1cc(/C=C2/C(=N)N3N=C(C(F)(F)F)SC3=NC2=O)cc(Br)c1OCCOc1ccccc1C	6	-3	0.2	-0.5
Nc1ccc2nc(SCc3nc4ccccc4c(=O)n3-c3cccc(C(F)(F)F)c3)[nH]c2c1	5	7	0.0	0.9
COc1cc(NC(=O)c2cnn3c2NC(c2ccco2)CC3C(F)(F)F)c(OC)cc1Cl (stereo not drawn)	-3	-17	0.0	0.8
COc1ccc(Oc2ncnc3c2ncn3Cc2ccccc2)cc1	19	-17	0.2	2.3
Cc1cc(C(=O)NNS(=O)(=O)c2ccc3ccccc3c2)c(C)n1-c1ccccc1	-7	20	-0.2	1.1
CN(Cc1ccccc1)C(=O)NC1CC(=O)N(c2ccc(Cl)cc2)C1 (stereo not drawn)	6	11	0.1	1.3
COc1ccc(CCNC(=O)Cc2cn(-c3ccc(Nc4nc5ccccc5n4C)nn3)c3ccccc23)cc1	19	8	-0.1	0.0
O=c1oc2ccccc2c(NCc2ccc3c(c2)OCO3)c1CN1CCCC1	4	-10	-0.3	-0.2
Cc1[nH]nc(Nc2ccc(Cl)cc2)c1[N+](=O)[O-]	4	-60	-0.3	1.5
Cc1nnc2c(Nc3cccc(C(=O)O)c3)nc3ccccc3n12	10	-6	0.0	-0.3
COC(c1ccccc1)c1nnc(CCC(=O)NC2CCCCC2)o1 (stereo not drawn)	10	0	-0.1	-1.1
COc1cccc(C)c1NC(=O)c1cccc(-n2cc(NC(=O)Cc3cccc(C)c3)cn2)c1	-4	1	0.2	1.0
CC1=C(C(=O)OCc2ccccc2)C(c2cccc(Cl)c2Cl)CC(=O)N1 (stereo not drawn)	-2	-1	-0.1	1.6
COc1ccc(OC)c(/C=C(\C#N)C(=O)Nc2cc([N+](=O)[O-])ccc2F)c1	-13	-10	-0.1	-0.4
CCN(CC)CCNC(=O)COc1ccccc1O	-3	2	0.1	2.3
CCC(C)NC(=O)c1sc2ncn(CC(=O)Nc3ccccc3OC)c(=O)c2c1C (stereo not drawn)	16	3	-0.8	-0.9
COc1ccc(C(=O)Nc2cc3nn(-c4ccccc4)nc3cc2C)cc1OC	1	-7	0.0	0.2
Cc1ccc(-c2nc(S(=O)(=O)c3ccccc3)c(SCC(N)=O)o2)cc1	17	1	0.3	-1.2
COC(=O)CNc1nc(Cl)nc(Nc2ccc(I)cc2C)n1	9	-1	0.0	1.6
Cc1cc(C)cc(NC(=O)CN2C(=O)c3cccc4cccc2c34)c1	13	-10	0.1	-0.6
CCOc1cc(S(=O)(=O)n2nc(C)cc2C)ccc1F	-8	0	0.1	2.8

Two entries from above in another layout:
Results follow in this order: MITF primary, TEAD-YAP block, FBW7 activator, GPR151 ag
> COc1cccc(C(=O)NC(C)c2nnc3n2CCN(Cc2cccs2)CC3)c1 (stereo not drawn)
 : -14, 8, 0.1, -1.3
> COc1ccc(C(=O)Nc2cc3nn(-c4ccccc4)nc3cc2C)cc1OC
 : 1, -7, 0.0, 0.2

In the list so far, these contain a nitro group on carbon:
SMILES	MITF primary	TEAD-YAP block	FBW7 activator	GPR151 ag
Cc1[nH]nc(Nc2ccc(Cl)cc2)c1[N+](=O)[O-]	4	-60	-0.3	1.5
COc1ccc(OC)c(/C=C(\C#N)C(=O)Nc2cc([N+](=O)[O-])ccc2F)c1	-13	-10	-0.1	-0.4

(list continues)
SMILES	MITF primary	TEAD-YAP block	FBW7 activator	GPR151 ag
CNC(=O)c1c(NC(=O)c2ccc(C(=O)OC)cc2)sc2c1CCC(C)C2 (stereo not drawn)	-22	5	0.2	-0.8
CCN(CC)C(=O)N1CCN(c2ccccc2F)CC1	3	-2	0.0	-0.5
Cc1cc(C)nc(SCc2cc(=O)c(OC(=O)c3ccccc3Cl)co2)n1	7	-7	0.0	-1.6
O=C(NN=C1CCCCC1)c1cc(O)cc(O)c1	-3	-3	1.1	0.3
COc1ccc(N2CCN(c3ncnc4c3c(-c3ccccc3)cn4-c3cccc(C(F)(F)F)c3)CC2)cc1	-8	-8	0.0	-1.0
COc1ccc(C)cc1S(=O)(=O)N(CC(N)=O)c1ccccc1	-5	1	-0.1	2.1
O=C(CN1C(=O)c2ccccc2C1=O)NCCCc1ccccc1	2	1	0.0	0.1
N#CC1(NC(=O)CN2CCN(S(=O)(=O)c3ccc(Cl)s3)CC2)CCCC1	13	0	0.1	-1.0
CCc1nn(CCC(N)=O)c(=O)c2cc3ccsc3n12	-6	-2	-0.1	0.5
CCOC(=O)C(Cc1ccc(NS(=O)(=O)c2ccc(C)cc2)cc1)N1C(=O)c2ccccc2C1=O (stereo not drawn)	8	4	0.1	-0.7
CC(C)CNc1nccn2c(-c3ccoc3)cnc12	18	-39	0.1	0.0
CCCn1c2ccccc2n2c(C(C)=O)c(-c3ccc(-c4ccccc4)cc3)nc12	13	-20	1.5	1.0
CC1CCN(Cc2c(O)ccc3cc(-c4nc5ccccc5[nH]4)c(=O)oc23)CC1	7	-11	0.5	-1.1
CCC(C)(C(=O)NC1CCCC1)N(Cc1cccs1)C(C)=O (stereo not drawn)	-2	-2	0.0	0.9
CCOC(=O)C1=C(c2ccccc2)N=c2s/c(=C/c3cc([N+](=O)[O-])ccc3N3CCN(C)CC3)c(=O)n2C1c1cccc(OC)c1 (stereo not drawn)	16	5	0.3	0.1
Cc1ccccc1Cc1c(C)nc2nc(SCC(=O)O)nn2c1C	-2	-5	0.0	-0.2
Cc1ccc(CCC(=O)NCCc2nnc(SCCN3CCOCC3)n2C)cc1	-11	-4	-0.1	0.0
CN1CCC[C@H]1c1cccnc1	-9&11&39&2&16	2&-1&-1&-4	0.0&0.1&0.0&0.2&0.3	0.8&-0.1&-0.5&-1.3&2.6
Cc1ccc(-n2cc(C(=O)Nc3cccc(C(F)(F)F)c3)c3ccccc3c2=O)cc1C	15	-4	0.0	0.6
COc1cc(/C=C2\SC(c3ccc(C)cc3)=NC2=O)cc(OC)c1OC	13	-2	0.2	-1.0
Cn1c(=O)oc2cc(S(=O)(=O)NC3CCN(Cc4ccccc4)CC3)ccc21	13	-1	0.0	-1.1
O=C(/C=C/c1ccco1)N1CCc2ccccc21	-3	17	-0.1	-6.8
CCN1C(=O)c2cccc3c(S(=O)(=O)Nc4ccccc4C(=O)OC)ccc1c23	-12	3	0.0	3.0
Cc1cc2nc(-c3ccc(NC(=O)c4cc(Br)ccc4Cl)cc3)oc2cc1C	-7	-14	0.1	0.0
Cc1ccc(C(=O)NCCn2cc(SCC(=O)NCC3CCCO3)c3ccccc32)cc1C (stereo not drawn)	4	33*	-0.3	0.8
(cont.)
SMILES	MITF primary	TEAD-YAP block	FBW7 activator	GPR151 ag
CN(C)c1ccc(C=Nc2ccc(O)cc2)cc1	2	9	-0.6	0.6
COc1cc2c(cc1OC)C(c1cc3cc(C)ccc3[nH]c1=O)N(S(C)(=O)=O)CC2 (stereo not drawn)	3	4	-0.1	-0.1
Cc1ccc(CN(C(=S)NCC(=O)NCc2ccc(F)cc2)C2CCCCC2)cc1	-10	0	0.1	0.9
O=C(Nc1ccc2[nH]ncc2c1)[C@H]1CCCN1C(=O)C(O)c1ccc(C(F)(F)F)cc1 (stereo partly drawn)	12&16	2&12	0.1&0.5	-0.2&4.1
CN1C(=O)/C(=C/c2ccco2)SC1=Nc1cccc(C(=O)O)c1	-4	-4	-0.1	1.1
N#Cc1ccccc1Sc1ccccc1C(=O)Nc1nc2c(s1)CCCC2	-3	3	-0.4	1.5
COc1cc(S(=O)(=O)N2CCN(c3ccccc3)CC2)ccc1Br	3	8	-0.1	0.1
COc1ccc(-c2cc(Nc3ccc(NC(C)=O)cc3)nc(N)n2)cc1	-2	-30	0.0	1.1
CCOC(=O)C1=C(N)N(c2ccc(OC)cc2)C2=C(C(=O)CC(C)(C)C2)C1c1cc(Br)cs1 (stereo not drawn)	8	-4	0.0	-0.5
COC(=O)C(CCSC)NC1CCN(c2nc(C)c3cc(OC)ccc3n2)CC1 (stereo not drawn)	6	5	-0.2	0.0
COCCN(CCOC)Cc1c(O)ccc2c(=O)c(-c3ccc(OC)c(OC)c3)c(C(F)(F)F)oc12	9	12	0.1	-0.9
NC(=O)c1ccc(-c2nc(NC3CC3)c3ncn(-c4ccccc4)c3n2)cc1	23	36*	0.3	-3.2
CN(CCc1ccc(Cl)c(Cl)c1)CCN1CCCCCC1	0	/	-0.1	-0.5
COc1ccccc1N=Cc1c(O)c2ccccc2oc1=O	-6	-3	0.0	-1.6
O=C(O)Cc1nonc1NCn1nnc2ccccc21	-16	5	0.1	-1.5
O=c1[nH]c(CNCc2cccnc2)nc2ccccc12	-9	-4	-0.1	2.8
Cc1cc(=O)oc2cc(OCc3ccccc3)c([N+](=O)[O-])cc12	-7	-5	0.0	-0.5
Cc1cc(C(=O)NNC(=O)C2CCCCC2)n[nH]1	4	-4	0.0	0.1
Cc1ccc(/C=C2/SC(=S)N(Cc3cccnc3)C2=O)cc1	2	4	-0.1	-0.4
O=C(Nc1ccc(C(=O)N2CCCCC2)cc1)C1CCCCC1	10	-2	0.1	-0.5
Cc1cc(C)nc(SCc2cc(=O)c(OC(=O)C(C)(C)Oc3ccc(Cl)cc3)co2)n1	-3	-10	0.0	0.7
NC(=O)c1ccc(-n2nnnc2SCC(=O)Nc2ccccc2F)cc1	3	-10	0.1	-1.0
CCOc1ccc(-c2c(C#N)c(N)nc(SCC(=O)c3ccc(O)c(O)c3)c2C#N)cc1	2	-6	-0.3	-0.3
O=C(c1ccccc1)c1ccc2cc(OP(=O)(O)O)ccc2c1	-5	-5	0.0	-6.0
O=C(O)Cc1ccc(N2C(=O)/C(=C/c3ccccn3)SC2=S)cc1	12	0	0.1	1.0

Laid out differently: five of the compounds above.
| compound | MITF primary | TEAD-YAP block | FBW7 activator | GPR151 ag |
| --- | --- | --- | --- | --- |
| Cn1c(=O)oc2cc(S(=O)(=O)NC3CCN(Cc4ccccc4)CC3)ccc21 | 13 | -1 | 0.0 | -1.1 |
| Cc1ccc(/C=C2/SC(=S)N(Cc3cccnc3)C2=O)cc1 | 2 | 4 | -0.1 | -0.4 |
| COc1ccc(N2CCN(c3ncnc4c3c(-c3ccccc3)cn4-c3cccc(C(F)(F)F)c3)CC2)cc1 | -8 | -8 | 0.0 | -1.0 |
| CCN1C(=O)c2cccc3c(S(=O)(=O)Nc4ccccc4C(=O)OC)ccc1c23 | -12 | 3 | 0.0 | 3.0 |
| Cc1cc(C(=O)NNC(=O)C2CCCCC2)n[nH]1 | 4 | -4 | 0.0 | 0.1 |

Carrying on:
SMILES	MITF primary	TEAD-YAP block	FBW7 activator	GPR151 ag
O=C(/C=N/O)NCCCN1CCOCC1	8	-6	0.0	-0.3
CN1C(C(=O)N2CCC(C(N)=O)CC2)=CC(c2cccs2)=NS1(=O)=O	-1	-5	-0.1	-0.8
CCOCCCNC(=O)C(NC(=O)c1ccc(NC(C)=O)cc1)c1ccc(Cl)cc1 (stereo not drawn)	14	13	0.1	1.1
CS(=O)(=O)c1ccccc1C(=O)Nc1nc2ccc([N+](=O)[O-])cc2s1	9	4	0.3	1.1
O=C(NCc1ccc(F)cc1)c1cc(Sc2ccccc2Cl)nc2ccccc12	7	-6	0.1	-1.3
COC(=O)c1ccccc1Nc1ccnc(NC(=O)C(C)(C)c2ccccc2)c1	1	1	0.1	-0.7
COc1cc(/C=C/C(=O)NC(=O)c2ccccc2O)ccc1O	-6	-34	0.0	-2.2
CS(=O)(=O)CCC(C(=O)N1CC=C(c2ccccc2)CC1)N1Cc2ccccc2C1=O (stereo not drawn)	4	0	-0.1	4.1
CCCCC(C(N)=O)N1C(=O)C2C3C=CC(C3)C2C1=O (stereo not drawn)	-2	6	-0.1	-0.1
C=CCOc1ccc(/C=C2\C(=O)N(c3ccccc3)N=C2C)cc1OC	2	-18	-0.3	0.2
CCCCC(CC)CNC(=O)C(=O)NCC(C)C (stereo not drawn)	6	-6	-0.1	-1.0
CCN(CC(=O)Nc1cccc([N+](=O)[O-])c1)CC(=O)Nc1cc(Cl)ccc1C	-14	-7	0.4	-0.2
CCOCCCN1Cc2cc3cc(OC)ccc3nc2OC(C)C1=O (stereo not drawn)	11	-7	-0.1	-0.2
CCCn1c(=N)c(C(=O)Nc2ccc(OCC)cc2)cc2c(=O)n3cccc(C)c3nc21	-11	-5	0.3	0.9
Nc1nc(C(F)(F)F)cc(=O)n1/N=C/c1ccc2c(c1)OCO2	7	-7	0.1	4.6
CS(=O)(=O)Nc1cccc(-c2cnn3ccc(NCc4ccncc4)nc23)c1	15	5	0.6	-0.2
Cc1cc(C)nc(NS(=O)(=O)c2ccc(NC(=O)C(C)C)cc2)n1	12	2	0.0	-2.7
Cc1cccc(OCCCCn2c(CO)nc3ccccc32)c1	8	1	1.6	-1.4
O=C(Cn1cnc2sc3c(c2c1=O)CCCC3)NCC(=O)N1CCN(c2ccc(F)cc2)CC1	2	-21	-0.3	-1.2
O=C(COC(=O)c1ccc(F)cc1F)Nc1ccc(S(=O)(=O)N2CCOCC2)cc1	7	4	0.0	0.6
COC(=O)C1=C(C)NC2=C(C(=O)CC(C)(C)C2)C1c1ccccc1F (stereo not drawn)	4	11	0.0	0.3
COc1ccc(-c2ccc(NC(=O)c3ccc(C)c(C)c3)cc2)nn1	9	-33	0.1	0.6

From PubChem BioAssay
